# Giardia kill: Giardia lamblia killing; 340,000 compounds, 0.15% hits; Giardia lamblia trophozoite viability; activity change, % at 7.66 µM, hits read low; in the data active = activity change below about -80%; inconclusive = between about -30% and that limit;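 note: parasites exposed to compound for two days anaerobically before the ATP read; % is set by controls: 0 for no effect and ±100 for the full control effect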
#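 Media and compound were dispensed first, then trophozoites at 100 cells/well; plates sat 48 hrs at 37 deg C without oxygen before ATP luminescence reagent was added and read after 15-30 min at room temperature.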
# TRPV1 ag: agonists of human vanilloid receptor 1 (TRPV1). Q8NER1. TRPV1-expressing cells, Fluo-8 calcium influx, agonist mode. activation, % at 8.33 µM. 320,000 compounds, 0.19% hits. AID 540275; in the data active = activation above about 80%; inconclusive = between about 30% and that limit; note: 0% is about no effect
#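 Fluo-8 calcium influx in TRPV1-expressing cells, kinetic read (ex 480/em 520 nm). Compound added and read 3 min for agonist activity, followed by capsaicin at EC20 final and 2 min further read for enhancement.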
# FBPA coupling cs: coupling enzyme interference in Giardia aldolase counter-screen; coupling enzyme system counterscreen, AmpLite Red fluorescence; activity change, negative = inhibition, % at 58.2 µM, hits read low; 290,000 compounds, 0.67% hits; AID 2472; in the data active = activity change below about -30%; note: % is set by controls: 0 for no effect and ±100 for the full control effect
#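 Coupling enzymes only (glyceraldehyde-3-phosphate) + compound, at 57.5 uM final, 10 min RT; add substrate/coupling/AmpLite Red mix, 20 min RT; fluorescence ex 525/em 598 nm. Actives flag coupling-system interference.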
# CXXC DNA block: MLL CXXC-DNA interaction inhibition | Potency, µM (highest dose often 115 µM), for the others: at the top dose activity change, negative = inhibition, usual class: inhibitors | MLL-CXXC / FITC-HOXA9 DNA fluorescence polarization | 290,000 compounds, 0.037% hits; active = well fitted inhibition curve with a large enough effect in the polarisation, with a control signal flat, not every such curve was filed as active; inconclusive = small, poorly fitted or top-dose-only effect, or effect the other way, or a change in a side signal; inactive = no such curve, though single readings can be large or run the other way; the % refers to the polarisation; note: potency is the fitted concentration of half-maximal effect
#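 Steps: dispense CXXC domain solution (7 uM) → pin compounds or unlabeled HOX-A9 DNA control → 5 min ambient → add FLSN-HOX-A9 solution (50 nM) → spin → 30 min ambient → fluorescence polarization. Tris pH 7.5/NaCl/DTT/BSA buffer.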
# B2AR arrestin: agonists driving beta-arrestin recruitment to human beta2-adrenergic receptor; Potency, µM (highest dose often 46.1 µM), without a hit: top-dose activation, usual class: activators; 330,000 compounds, 0.02% hits; P07550; beta-arrestin recruitment to beta2AR, cell-based reporter;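 note: potency is the fitted concentration of half-maximal effect; 0% = DMSO controls and full agonism = EC100 isoproterenol or metaproterenol; nearly all actives have a fitted effect of over 65% in size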
# KCNH2 WT inh: inhibitors of human wildtype KCNH2 potassium channel; activity change, % at 1.84 µM; AID 720551; Q12809; 340,000 compounds, 0.37% hits; U2OS, BacMam KCNH2, thallium flux FluxOr; stronger effect = lower value;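 active = maximum activity change below -70%; inconclusive = maximum activity change between -70% and -50%; inactive = maximum activity change above -50%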; note: % is set by controls: 0 for no effect and ±100 for the full control effect
# Target sequence (Q12809 whole entry, looked up): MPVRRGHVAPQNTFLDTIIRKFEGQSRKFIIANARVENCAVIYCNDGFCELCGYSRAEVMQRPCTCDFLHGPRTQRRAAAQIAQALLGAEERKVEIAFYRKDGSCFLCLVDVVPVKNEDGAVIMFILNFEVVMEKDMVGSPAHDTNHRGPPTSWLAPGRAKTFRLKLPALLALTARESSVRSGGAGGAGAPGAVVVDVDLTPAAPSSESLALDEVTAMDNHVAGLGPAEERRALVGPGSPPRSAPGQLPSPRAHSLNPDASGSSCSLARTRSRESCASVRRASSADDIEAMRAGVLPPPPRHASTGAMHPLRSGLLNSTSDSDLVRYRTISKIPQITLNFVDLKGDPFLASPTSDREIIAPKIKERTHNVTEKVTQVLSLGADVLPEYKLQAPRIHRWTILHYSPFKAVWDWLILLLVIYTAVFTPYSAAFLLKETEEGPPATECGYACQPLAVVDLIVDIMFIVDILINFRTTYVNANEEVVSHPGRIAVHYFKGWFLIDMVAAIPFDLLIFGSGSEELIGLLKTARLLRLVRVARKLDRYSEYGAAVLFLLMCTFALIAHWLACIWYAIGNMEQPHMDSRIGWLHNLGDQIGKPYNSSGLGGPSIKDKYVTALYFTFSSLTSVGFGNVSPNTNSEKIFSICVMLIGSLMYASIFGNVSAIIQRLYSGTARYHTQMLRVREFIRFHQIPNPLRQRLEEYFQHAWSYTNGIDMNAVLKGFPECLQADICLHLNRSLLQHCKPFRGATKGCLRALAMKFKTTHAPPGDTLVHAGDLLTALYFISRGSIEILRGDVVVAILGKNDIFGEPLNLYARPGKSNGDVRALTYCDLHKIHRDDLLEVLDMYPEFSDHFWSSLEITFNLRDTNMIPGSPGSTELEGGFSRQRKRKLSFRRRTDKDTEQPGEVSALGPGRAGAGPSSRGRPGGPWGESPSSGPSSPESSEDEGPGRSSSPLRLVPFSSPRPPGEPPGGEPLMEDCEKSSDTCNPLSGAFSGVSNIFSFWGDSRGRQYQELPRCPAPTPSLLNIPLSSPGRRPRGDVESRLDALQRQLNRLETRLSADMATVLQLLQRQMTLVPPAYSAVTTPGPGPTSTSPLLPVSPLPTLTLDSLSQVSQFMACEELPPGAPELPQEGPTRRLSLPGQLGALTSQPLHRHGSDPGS
#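 U2OS cells were transduced with wild-type KCNH2 virus (2.03 x 10^8 / mL) for 4 h at room temperature, then cultured overnight at 37 C. Thallium flux was read with FluxOr dye. Rate constants were normalized to DMSO controls.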
# KCNH2 3.1 block: inhibitors of human KCNH2 3.1 potassium channel isoform. U2OS KCNH2 3.1, thallium flux FluxOr; stronger effect = lower value. activity change, % (tested at about 1.8 µM). 340,000 compounds, 0.95% hits. AID 720553;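 active = maximum activity change below -70%; inconclusive = maximum activity change from -70% to -50%; inactive = maximum activity change above -50%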;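 note: thallium influx rate constant from kinetic fluorescence after stimulation buffer; % is set by controls: 0 for no effect and ±100 for the full control effect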
#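 Virally transduced U2OS (3.1 isoform, 4 h infection in dark at RT) → overnight 37 C → FluxOr + Red40 in HBSS/HEPES, 45 min → stimulation buffer, 2 min kinetic read → rate constant vs DMSO controls.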
# Menin-MLL TR inh: displaces Texas Red mutant MLL peptide from human menin | Potency, µM (top dose mostly 61.6 µM), for inactives: top-dose FP activity change, negative = inhibition, actives largely listed as inhibitors | 270,000 compounds, 0.23% hits | Menin + Texas Red MLL mutant peptide, fluorescence polarization | AID 1768 | O00255; active = well fitted inhibition curve with a large enough effect in the polarisation, with a control signal flat, not every such curve was filed as active; inconclusive = small, poorly fitted or top-dose-only effect, or effect the other way, or a change in a side signal; inactive = no such curve, though single readings can be large or run the other way; the % refers to the polarisation; note: potency is the fitted concentration of half-maximal effect; % of control where 0% means no effect; many of its hits are not listed in these tables
# PKM2 activator: activators of human pyruvate kinase M2 | purified PKM2, Kinase-Glo ATP luminescence, activation; response scale: 0% is enzyme alone, no compound | Potency, µM (series often up to 57.5 µM), for inactives: at the top dose activation, usual class: activators | 260,000 compounds, 0.34% hits | AID 1631; note: potency is the fitted concentration of half-maximal effect; % is set by controls: 0 for no effect and ±100 for the full control effect; nearly all actives have a fitted effect of over 55% in size
#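 Kinase-Glo luminescence reports ATP generated from ADP (0.1 mM) and PEP (0.5 mM) by purified hPK-M2 after 1 h at room temperature, pH 7.2 imidazole buffer; intermediate enzyme activity allows detecting inhibitors and activators.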
# GALK inh: blocks human galactokinase activity; P51570; Purified GALK, Kinase-Glo residual ATP luminescence; Potency, µM (titrated, usually from 57.5 µM), inactives show at the highest dose activity change, negative = inhibition, most hits filed as inhibitors; 270,000 compounds, 0.007% hits; AID 1868; note: potency is the fitted concentration of half-maximal effect; % is set by controls: 0 for no effect and ±100 for the full control effect
#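 Human GALK (5 nM) with 35 uM ATP and 100 uM galactose in 20 mM HEPES pH 8.0, 5 mM MgCl2, 60 mM NaCl, 1 mM DTT, 0.01% BSA. After 1 h at room temperature, leftover ATP was read by Kinase-Glo Plus luminescence.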
# USP2a inh: USP2a (human) protease inhibition; USP2 core, Ub-CHOP2 coupled fluorogenic reporter, 485/531; O75604; 330,000 compounds, 0.01% hits; Potency, µM (series often up to 38.3 µM), for inactives: top-dose activity change, negative = inhibition, actives largely listed as inhibitors;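 note: potency is the fitted concentration of half-maximal effect; plate controls were DMSO wells for no effect and full inhibition by NEM control for full effect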
#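 Cell-free coupled assay: 10nM USP2 core preincubated 30min RT with compound in Tris-HCl pH 8.0/CaCl2/CHAPS buffer, then 25nM Ub-CHOP2 and 25nM reporter substrate; fluorescence (Ex 485/Em 531) read after 60min RT, normalized to NEM inhibition, concentration-response curves fitted.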
# Starred values were filed as active, the others as inactive; ? = inconclusive; . = no result given; [ ] = dose if it differs, or a comment. Unless noted, calls come from the whole dose curve; as a rule, active = well fitted curve in the direction sought with a large enough effect; inconclusive = small, poorly fitted or top-dose-only effect, or another doubt; inactive = no such curve, though single readings can be large; an effect the other way counts as inactive or inconclusive. These rows are one share of the data. The share of hits here may be higher or lower than overall.
SMILES,Giardia kill,TRPV1 ag,FBPA coupling cs,CXXC DNA block,B2AR arrestin,KCNH2 WT inh,KCNH2 3.1 block,Menin-MLL TR inh,PKM2 activator,GALK inh,USP2a inh
O=C(C1COc2ccccc2O1)N1CCN(Cc2ccc(Br)cc2F)CC1 (stereo unspecified),8,?,0,2%,-0.3%,0,-15,-14%,2%,0%,-1%
Cc1ccc(C)c(SCC(=O)Nc2cc(C)nn2-c2ccc(F)cc2)c1,.,10,1,-4%,-0.6%,.,.,1%,19%,0%,-5%
CCNc1nc(SCC(N)=O)nc2sc3c(c12)CCN(C)C3,-7,0,0,32%[activator],0.1%,6,9,?,.,7%,3%
C=C(C)Cn1c(SCCCO)nc2c1c(=O)[nH]c(=O)n2C,10,0,1,-4%,-1.0%,5,0,-9%,-3%,4%,3%
Cc1[nH]c2c(ccc3cccnc32)c1C,0,2,-14,-7%,0.1%,-1,-6,.,0%,-1%,0%
O=C(CSc1nccn1-c1ccccc1)c1ccc(Cl)cc1,9,?,-1,5%,0.5%,0,7,?,-3%,4%,2%
Cc1oc(-c2ccccc2Cl)nc1CS(=O)CC(=O)NCCCN1CC(C)CC(C)C1 (stereo unspecified),15,1,.,2%,0.2%,1,-2,.,.,2%,2%
O=[N+]([O-])c1cccc(/C=N/N2CCN(Cc3ccccc3)CC2)c1,?,2,2,7%,-0.1%,8,2,-8%,-3%,0%,-3%
CCc1ccc(NC(=O)N(CCCOC(C)C)C2CCN(C(C)=O)CC2)cc1,-1,8,2,-3%,-0.2%,4,0,4%,4%,0%,4%
Cc1ccc(/C=N/n2c(-c3cccnc3)n[nH]c2=S)s1,-10,-5,9,-1%,0.1%,5,4,-2%,-2%,3%,0%
COc1cccc(C(=O)Nc2ccc3ccccc3c2)c1,-26,22,-2,5%,0.3%,-1,-3,?,-7%,-9%,0%
COc1cc(/C=C2/C(=O)ON=C2C)cc(Cl)c1O,12,0,-6,11%,0.3%,2,17,14%,.,-11%,-2%
OC1CCCN(Cc2cn(Cc3ccccc3)nc2-c2cc3ccccc3o2)C1 (stereo unspecified),-5,3,-2,2%,0.2%,11,-21,5%,-6%,12%,1%
Cc1nn(-c2ccccc2)c(Cl)c1C(=O)NCc1cccs1,-8,0,5,2%,0.1%,-4,7,29%,0%,0%,3%
Nc1nonc1-n1nnc(C(=O)N/N=C/c2ccc3c(c2)OCO3)c1-c1ccccc1,-1,-1,0,2%,0.1%,10,22,38%[activator],1%,-1%,3%
O=C(CSc1ccc(-c2ccccn2)nn1)NCc1ccccc1,-11,6,-2,-9%,-0.1%,-115*,2,4%,-4%,-1%,-4%
C=CCNC(=O)COC(=O)C1CCN(S(=O)(=O)c2ccc3c(c2)OCCO3)CC1,2,-5,.,-1%,0.0%,4,.,.,-5%,0%,-1%
Cc1cccc2cc(CN(Cc3ccc4c(c3)OCO4)Cc3nnnn3C3CCCC3)c(=O)[nH]c12,-3,2,0,2%,-0.1%,-18,7,6%,1%,0%,-1%
CCC(C)NC(=O)Nc1ccc(F)c(Cl)c1 (stereo unspecified),-22,?,3,-3%,-0.6%,3,7,-7%,-4%,1%,0%
c1ccc(-c2cncnc2)nc1,4,-2,.,.,0.1%,-9,-4,.,.,.,2%
CC(O)C(C(=O)OCc1ccc([N+](=O)[O-])cc1)N1C(=O)c2ccccc2C1=O (stereo unspecified),3,-2,3,.,-0.2%,3,6,.,.,.,1%
OC(CNC1CCCC1)COc1ccc(F)cc1 (stereo unspecified),13,2,-2,0%,-0.3%,-32,-6,2%,1%,-1%,0%
CSCC[C@H](NC(=O)OC(C)(C)C)C(=O)N1CCC(C(=O)N[C@@H](Cc2c[nH]c3ccccc23)C(=O)O)CC1,-22,-4,4,6%,0.4%,-4,4,?,.,9%,-1%
CCC(Sc1ncccc1C(=O)O)C(=O)N1CCCC1 (stereo unspecified),-17,-1,-8,-3%,0.3%,9,-8,-23%,19%,0%,1%
Cc1ccc(NCC(=O)c2ccccc2)cc1Cl,-20,2,-1,17%,0.0%,0,12,-9%,0%,-2%,-1%

# Exported with tabs: nine of the compounds above
molecule	Giardia kill	TRPV1 ag	FBPA coupling cs	CXXC DNA block	B2AR arrestin	KCNH2 WT inh	KCNH2 3.1 block	Menin-MLL TR inh	PKM2 activator	GALK inh	USP2a inh
C=CCNC(=O)COC(=O)C1CCN(S(=O)(=O)c2ccc3c(c2)OCCO3)CC1	2	-5	.	-1%	0.0%	4	.	.	-5%	0%	-1%
Cc1cccc2cc(CN(Cc3ccc4c(c3)OCO4)Cc3nnnn3C3CCCC3)c(=O)[nH]c12	-3	2	0	2%	-0.1%	-18	7	6%	1%	0%	-1%
CCC(C)NC(=O)Nc1ccc(F)c(Cl)c1 (stereo unspecified)	-22	?	3	-3%	-0.6%	3	7	-7%	-4%	1%	0%
c1ccc(-c2cncnc2)nc1	4	-2	.	.	0.1%	-9	-4	.	.	.	2%
CC(O)C(C(=O)OCc1ccc([N+](=O)[O-])cc1)N1C(=O)c2ccccc2C1=O (stereo unspecified)	3	-2	3	.	-0.2%	3	6	.	.	.	1%
OC(CNC1CCCC1)COc1ccc(F)cc1 (stereo unspecified)	13	2	-2	0%	-0.3%	-32	-6	2%	1%	-1%	0%
CSCC[C@H](NC(=O)OC(C)(C)C)C(=O)N1CCC(C(=O)N[C@@H](Cc2c[nH]c3ccccc23)C(=O)O)CC1	-22	-4	4	6%	0.4%	-4	4	?	.	9%	-1%
CCC(Sc1ncccc1C(=O)O)C(=O)N1CCCC1 (stereo unspecified)	-17	-1	-8	-3%	0.3%	9	-8	-23%	19%	0%	1%
Cc1ccc(NCC(=O)c2ccccc2)cc1Cl	-20	2	-1	17%	0.0%	0	12	-9%	0%	-2%	-1%

# Next results follow:
SMILES,Giardia kill,TRPV1 ag,FBPA coupling cs,CXXC DNA block,B2AR arrestin,KCNH2 WT inh,KCNH2 3.1 block,Menin-MLL TR inh,PKM2 activator,GALK inh,USP2a inh
COc1ccc(N(C(=O)Cc2cccs2)C(C(=O)NC2CCCC2)c2ccncc2)cc1OC (stereo unspecified),-4,-1,2,9%,0.1%,24,21,-10%,-7%,2%,-2%
CCn1ccc(C(=O)NC2=NCCS2)n1,-15,1,-1,2%,-0.4%,-2,7,5%,15%,.,-1%
CC(C)N(C)Cc1nnnn1CC(=O)NCCc1cccc(C(F)(F)F)c1,-1,12,4,4%,-0.4%,0,28,0%,0%,0%,0%
CCn1c(C)[n+](CC)c2ccc(S(=O)(=O)NC)cc21,-7,-2,2,4%,-0.1%,0,10,25%,-19%,5%,0%
Cn1c(=O)c([N+](=O)[O-])c(N2CCN(Cc3ccc4c(c3)OCO4)CC2)c2ccccc21,-20,29,2,-8%,7.7%,5,0,.,0%,5%,-2%
N#CC1=C(N)OC2=C(C(=O)CC(c3ccccc3)C2)C1c1cccnc1 (stereo unspecified),13,-1,-1,1%,1.6%,19,-13,1%,-23%,.,-2%
Cc1ccc(S(=O)(=O)N2CCCCC2)cc1NC(=O)c1cncc(Br)c1,8,?,.,.,-0.7%,3,-1,.,.,.,2%
N#CCCN/N=C(\Cc1nc2ccccc2[nH]1)c1ccccc1,5,-2,-12,25%,7.9%,15,-9,3%,4%,3%,0%
Cc1cccc(NC(=O)C2C3C=CC(C4CC34)C2C(=O)O)c1 (stereo unspecified),-18,1,0,2%,0.2%,-8,-2,0%,1%,1%,0%
CN(CC(=O)Nc1cccc(S(=O)(=O)N2CCCC2)c1)Cc1ccccc1,2,.,.,.,0.3%,9,10,.,.,.,-1%
O=C(Nc1nnc(-c2ccncc2)s1)Nc1ccccc1F,-15,-1,-2,6%,-0.2%,-2,-2,14%,4%,-2%,1%
